CD40 NFkB inh: inhibitors of CD40-induced NF-kB signaling, primary screen, BL2 cells, luciferase reporter, single point. CD40L-induced, 4 h. 83,000 tested, 0.94% active. inhibition, % at 10 µM;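 active = mean inhibition of at least 50% with a set share of replicates also reaching that level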;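 note: 0% = neutral control wells and 100% = IKK inhibitor VII at 50 µM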
The depositor's hits bear a star; [ ] = remark or other dose. Not all compounds are listed; rates above refer to the full screens.

SMILES	CD40 NFkB inh
COc1cccc(CC(=O)OCC(=O)NC(Cc2ccccc2)C(C)=O)c1 (stereo not drawn)	3
CC(C)(C)C1=Nn2c(nnc2-c2ccccn2)SC1	0
COc1ccc(NC(=O)c2ccco2)c2ccccc12	6
O=C(C1CCCO1)N1CCN(S(=O)(=O)c2ccccc2)CC1 (stereo not drawn)	7
C/C=C/c1ccc([C@H]2[C@H](CO)N3C(=O)CN(C(=O)c4ccncc4)C[C@@H]23)cc1	-4[25 µM]
CC(C)NC(=O)N(C)C[C@@H]1OCc2cnnn2CCCC(=O)N([C@H](C)CO)C[C@@H]1C	-1
COc1ccc(C=C(NC(=O)c2ccccc2)C(=O)O)cc1OC	-3
Cc1ccc(-c2ccc3c(c2)O[C@@H](CN(C)Cc2cncnc2)[C@H](C)CN([C@H](C)CO)S3(=O)=O)cc1	-2[25 µM]
Cc1ccccc1-c1nn(-c2ccc(F)cc2F)cc1CNCCN(C)C	11
Cc1ccc(NS(=O)(=O)c2cccc(C(=O)NCC3CCCO3)c2)cc1 (stereo not drawn)	19
CCCCn1c(SC(C)C(=O)NCC2CCCO2)nc2cc(C(=O)OC)ccc2c1=O (stereo not drawn)	1
O=C(Cc1ccccn1)N[C@H]1CC[C@@H](CCNS(=O)(=O)c2cccc(F)c2)O[C@@H]1CO	8[25 µM]
COc1ccc(Cl)cc1NS(=O)(=O)c1cccc(C(=O)NCC(C)(C)N2CCOCC2)c1	6
COc1ccc(C(=O)O)cc1F	7
O=C(NCC[C@@H]1CC[C@H](NS(=O)(=O)Cc2ccccc2)[C@@H](CO)O1)C1CCCCC1	-7[25 µM]
COc1ccccc1CNC(=O)COC(=O)c1ccc(N2CCCC2=O)cc1	0
Cc1ccc(C(=O)NCC(=O)NCC(c2cccs2)N2CCOCC2)cc1C (stereo not drawn)	6
COC(=O)c1ccc(CN2C(=O)NC3(CCC(C)CC3)C2=O)o1 (stereo not drawn)	1
Cc1ccc(S(=O)(=O)N2CCOCC2)cc1NC(=O)c1cc([N+](=O)[O-])ccc1N1CCOCC1	-1
CCC(=O)N1CC(=O)N2[C@H](C1)[C@H](c1ccc(-c3ccc(C#N)cc3)cc1)[C@@H]2CO	2[25 µM]
COc1ccc(NC(=O)NCCCCc2ccccc2)cc1OC	13
O=C(CCCN1C(=O)c2cccnc2Oc2ccc(Cl)cc21)N1CCCCC1	14
O=C(c1cccnc1)N1CC(=O)N2[C@@H](CO)[C@@H](c3ccc(-c4ccccc4F)cc3)[C@@H]2C1	-14[25 µM]
Cc1nn(Cc2ccccc2)c(C)c1C(=O)OCC(=O)c1cc(C)n(CC(F)(F)F)c1C	11
CCCCNc1cc(F)nc(N)n1	5

Additional compounds.
SMILES	CD40 NFkB inh
CN1c2ccc(Br)cc2[C@@H]2[C@@H](CCN2C(=O)C2CCC2)[C@H]1CO	4[25 µM]
Cc1cc(C(=O)COC(=O)CNC(=O)c2ccc(F)cc2)c(C)n1Cc1ccco1	29
CN(C)C(=S)Oc1ccccc1C1(C)OCCO1	3
O=C(OCc1nnc(-c2ccccc2)o1)c1cc(=O)[nH]c2ccccc12	-4
O=C1N[C@@H](c2ccccc2)COCc2cnnn2CC[C@@H]1Cc1ccc(C(F)(F)F)cc1	1[25 µM]
CC(C)(C)[S@@](=O)N1Cc2cc(C(=O)NCCN3CCCCC3)nc(-c3cccc(-c4cccc(C#N)c4)c3)c2[C@H]1CCO	3
O=S(=O)(c1cccc2cccnc12)N1CCN(c2ccccn2)CC1	11
Cc1ccc2cccc([N+](=O)[O-])c2n1	-1
O=C(O)c1ccc2cccnc2n1	-2
Cc1cc2c(c(=O)n1CCc1ccccc1)C(c1ccco1)C(C#N)=C(N)O2 (stereo not drawn)	-1
COc1ccc(S(=O)(=O)N(C)C[C@@H]2Oc3ccc(NC(=O)CCN4CCOCC4)cc3C(=O)N([C@H](C)CO)C[C@H]2C)cc1	3
CCCCC(Nc1ncnc2ccccc12)C(=O)O (stereo not drawn)	5
O=S(=O)(Nc1cccc2cccnc12)c1ccc(S(=O)(=O)N2CCCC2)cc1	76*
Cn1nc(C(C)(C)C)cc1C(=O)NCc1cc(F)cc2c1OCOC2	36
COc1cccc(C(=O)NCCS(=O)(=O)N2CCCCCC2)c1	1
COc1ccc(S(=O)(=O)Nc2ccc3c(c2)C(=O)N([C@@H](C)CO)C[C@H](C)[C@@H](CN(C)Cc2ccc(C(F)(F)F)cc2)OCCCC[C@H](C)O3)cc1	15[25 µM]
Cc1ccc(S(=O)(=O)CCC(=O)Nc2nnc(-c3ccc(F)cc3)o2)cc1	-20
CCOc1ncccc1C(=O)Nc1ccc2c(c1)OCCO2	5
O=C1CN(C(=O)CCCc2c[nH]c3ccccc23)c2ccccc2N1	-5
CN(C)C(=O)C[C@@H]1CC[C@@H]2[C@H](COC[C@@H](O)CN2C(=O)C2CCOCC2)O1	11[25 µM]
CC1=C(C)CC(C(=O)N2CCN(Cc3ccccc3)CC2)C(C(=O)O)C1 (stereo not drawn)	-2
O=C(CC1C(=O)NCCN1Cc1ccc(F)cc1)NCCOc1cccnc1 (stereo not drawn)	2
Cc1ccccc1NC(=O)Cc1nc(COC(=O)c2ccc(NC(N)=O)cc2)cs1	5
N#C[C@H]1[C@@H](c2ccc(-c3cccc(F)c3)cc2)[C@@H](CO)N1C(=O)NC1CCCC1	10[25 µM]
COc1ccc(C2NC(=O)c3ccccc3O2)c(OC)c1OC (stereo not drawn)	17

Next results:
SMILES	CD40 NFkB inh
COc1cc2c(cc1OC)C1CCN3C(=O)CCC3N1CC2 (stereo not drawn)	-3
O=C(Cc1cc(C(=O)O)c2ccccc2n1)Nc1ccccc1	7
O=C(CCCN1CCOCC1)c1ccc2c(c1)OCCO2	-81
N#Cc1ccccc1OCC(=O)OCC(=O)NC1CCCCC1	8
COc1ccc(CC(=O)Nc2cccc(C(=O)Nc3ccccc3C(=O)O)c2)cc1OC	12
Cc1ccccc1CN(c1ccc(C(=O)N2CCN(C)CC2)cc1)S(C)(=O)=O	13
COc1ccc(N2CCN(C(=O)C(Cc3ccccc3)NC(=O)c3ccccc3)CC2)cc1 (stereo not drawn)	8
CC(=O)c1c(C)[nH]c(C(=O)COC(=O)c2cc(C)oc2C)c1C	-1
CC(C)N1CCN(Cc2cn[nH]c2C2CCCCC2)CC1CCO (stereo not drawn)	7
C[C@@H]1CN([C@@H](C)CO)C(=O)c2cc(NS(C)(=O)=O)ccc2O[C@@H](C)CCCCO[C@H]1CN(C)C(=O)Cc1ccccc1	-12[25 µM]
Cc1cc(C)n(-c2nc3ccccc3[nH]c2=O)n1	8
COCC(=O)N1CC2(C1)[C@H](c1ccc(-c3cccc(F)c3)cc1)[C@H](CO)N2C(=O)C1CC1	7[25 µM]
COC(=O)CCCC(=O)Nc1ccc(Cl)c(Cl)c1	-6
Cc1ccccc1S(=O)(=O)N1CCCCN2[C@H](C1)[C@@H](c1ccc(-c3cccc(F)c3)cc1)[C@@H]2CO	14[25 µM]
O=C(COC(=O)c1cccc([N+](=O)[O-])c1)NNC(=O)c1cccs1	-1
CCS(=O)(=O)Nc1ccc2c(c1)C(=O)N(C)[C@H]1CC[C@H](CC(=O)NCCCN3CCOCC3)O[C@H]1CO2	-3[25 µM]
Cc1noc(C)c1S(=O)(=O)N1CCCC(C(=O)Nc2nccs2)C1 (stereo not drawn)	8
COc1ccc(NC(=O)CSCC(=O)N(C)CC(=O)Nc2ccc(Cl)c(C(F)(F)F)c2)cc1	4
CCOC(=O)C1(Cc2cccc(F)c2)CCN(Cc2nc(CC)[nH]c2C)CC1	8
CCCn1c(C)cc(/C=C(\C#N)C(=O)OCC(=O)N(CC)c2c(N)n(Cc3ccccc3)c(=O)[nH]c2=O)c1C	-11
Cc1ccccc1N1CCN(C2CCCN(C(=O)CN3CCCC3=O)C2)CC1 (stereo not drawn)	-15
CN(C)S(=O)(=O)c1ccc(N2CCCC2)c(C(=O)Nc2ccc(C(N)=O)cc2)c1	2
COCC(=O)NC[C@H]1N[C@H](CO)[C@@H]1c1ccc(C2=CCCCC2)cc1	9[25 µM]
CN1CCN(c2ccccc2NC(=O)Cc2ccc(Cl)cc2)CC1	12
N#C[C@@H]1[C@H](c2ccc(C3=CCCC3)cc2)[C@@H](CO)N1C(=O)c1cccc(F)c1	-1

Looked up by structure from above (two):
SMILES	CD40 NFkB inh
COC(=O)CCCC(=O)Nc1ccc(Cl)c(Cl)c1	-6
COCC(=O)N1CC2(C1)[C@H](c1ccc(-c3cccc(F)c3)cc1)[C@H](CO)N2C(=O)C1CC1	7[25 µM]

Structures listed so far that bear a hit mark in CD40 NFkB inh:
SMILES	CD40 NFkB inh
O=S(=O)(Nc1cccc2cccnc12)c1ccc(S(=O)(=O)N2CCCC2)cc1	76*

(further entries)
SMILES	CD40 NFkB inh
CC(=O)N(C)C[C@H]1OCc2ccccc2-c2c(n(C)c3ccccc23)C(=O)N([C@@H](C)CO)C[C@@H]1C	-10
O=C(O)c1sccc1S(=O)(=O)c1ccccc1	1
COc1cccc(C(=O)O/N=C/c2ccc(Sc3ccc(C)cc3)nc2)c1	-21
C[C@H]1CCCCO[C@H](CN(C)C(=O)CCC(F)(F)F)[C@@H](C)CN([C@@H](C)CO)C(=O)c2cc(NC(=O)C3CCCCC3)ccc2O1	14[25 µM]
O=C(Cc1ccccc1)NCC(=O)OCc1ccccc1F	-13
O=C1OCC(c2ccccc2)=C1c1ccccc1[N+](=O)[O-]	4
COc1ccc(NC(=O)N[C@H]2CC[C@@H](CCn3cc(-c4ccc(F)cc4)nn3)O[C@@H]2CO)cc1	0
COc1ccc(S(=O)(=O)N2CCCCC2)cc1NC(=O)COc1ccccc1	13
C[C@H]1CN([C@@H](C)CO)C(=O)c2c(c3ccccc3n2C)-c2ccccc2CO[C@@H]1CN(C)Cc1ccc(F)cc1	21
Cc1[nH]c(C)c(S(=O)(=O)N(C)Cc2ccccc2)c1C(=O)N1CCCC1	-1
Cc1ccc(NC(=O)[C@@H]2O[C@H](CO)[C@H](O)[C@H](O)[C@H]2O)cc1C(F)(F)F	1
CN1C(=O)C2(NCCc3c2[nH]c2ccccc32)c2ccccc21 (stereo not drawn)	2
c1ccc(-n2ncc3c2ncn2cnnc32)cc1	12
COc1cc(NC(=O)Cc2ccc(Cl)cc2)ccc1NC(=O)c1ccco1	-3
N#CCCNS(=O)(=O)c1ccc(C(=O)OCC2CCCCC2)cc1	14
CCN(CC(N)=O)S(=O)(=O)c1ccc(F)cc1	6
CN(CCCN1CCOCC1)Cc1cn(C)nc1-c1ccccc1F	6
COC(=O)c1cc(S(=O)(=O)N2CCC(C)CC2)cn1C	9
Cc1ccccc1S(=O)(=O)N1CC[C@@H]2[C@@H](CO)Nc3ccc(-c4cccc(C#N)c4)cc3[C@@H]21	-1[25 µM]
Cc1ccc(S(=O)(=O)N2CCCCC2CCNC(=O)C(=O)NCc2ccco2)cc1 (stereo not drawn)	-2
O=C(Cc1cccs1)Nc1nc(-c2ccccc2)cs1	-31
Cc1cccc(NC(=O)CN2CCN(C(=O)C(C)Oc3ccc(C#N)cc3)CC2)c1C (stereo not drawn)	5
CCc1ccc(NC(=O)COC(=O)/C=C/c2c(C)nn(C3CCS(=O)(=O)C3)c2Cl)cc1 (stereo not drawn)	10
CO[C@H]1CC[C@H]2CCOc3c(C#N)cccc3C(=O)N(C)C[C@H](OC)[C@@H](C)C(=O)N(C)C[C@@H]1O2	-2[25 µM]
CCc1cccc2c1NC1(CCCC1)CC2C (stereo not drawn)	-18

Quoted from the entries so far for reference:
SMILES	CD40 NFkB inh
N#Cc1ccccc1OCC(=O)OCC(=O)NC1CCCCC1	8
COc1ccc(CC(=O)Nc2cccc(C(=O)Nc3ccccc3C(=O)O)c2)cc1OC	12
Cc1ccccc1CN(c1ccc(C(=O)N2CCN(C)CC2)cc1)S(C)(=O)=O	13
COc1ccc(N2CCN(C(=O)C(Cc3ccccc3)NC(=O)c3ccccc3)CC2)cc1 (stereo not drawn)	8
CC(=O)c1c(C)[nH]c(C(=O)COC(=O)c2cc(C)oc2C)c1C	-1
CC(C)N1CCN(Cc2cn[nH]c2C2CCCCC2)CC1CCO (stereo not drawn)	7

(listing goes on)
SMILES	CD40 NFkB inh
COCC(=O)N1CCCCN2[C@@H](CO)[C@@H](c3ccc(-c4cccc(C)c4)cc3)[C@@H]2C1	-15[25 µM]
COc1cccc(N2CC(NC(=O)C(=O)c3c[nH]c4ccccc34)CC2=O)c1 (stereo not drawn)	5
COc1cccc(C(=O)Nc2ccc3c(c2)OC[C@@H](C)N(C(=O)C2CCCC2)C[C@@H](C)[C@H](OC)CN(C)C3=O)c1	-4
CC(=O)N1CCCCN2[C@H](C1)[C@H](c1ccc(-c3ccccc3)cc1)[C@@H]2CO	-1[25 µM]
COc1ccc(-c2coc3cc(OC(=O)N4CCOCC4)ccc3c2=O)cc1	-21
O=C(Nc1ccccc1Cl)NN1CCCCCC1	-18
COCCNC(=O)COc1ccc(C)cc1C	8
Cc1cc(C)c(S(=O)(=O)Nn2cnnc2)c(C)c1	8
COc1cccc(C(=O)Nc2cccc(-c3nnc(-c4ccccc4)o3)c2)c1	-23
Cc1nn(C(C)C(=O)O)c2ccccc12 (stereo not drawn)	6
COc1ccc(-c2cc(C(=O)NNC(=O)c3csc(N4CCOCC4)n3)c3ccccc3n2)cc1	-28
COc1cc(C)c(NC(=O)COc2cccc3c2OC(C)(C)C3)cc1OC	3
COc1ccc2c3c(n(C)c2c1)[C@H](CO)N(C(=O)Nc1ccc(F)cc1)CC31CN(Cc2ccccn2)C1	8
O=C(C1CCOCC1)N1[C@H](CO)[C@@H](c2ccccc2)C12CN(CCC(F)(F)F)C2	-5[25 µM]
CCC(=O)NNc1nc2c(F)cccc2s1	13
O=C(Nc1ccccc1)OCCCc1ccccc1	-56
CC(=O)Nc1ccccc1NC(=O)C/C(C)=N/NC(=O)C(=O)Nc1cccc(Cl)c1C	8

From PubChem BioAssay
